Screening data (PubChem BioAssay)
rad50: NCI yeast anticancer drug screen, S. cerevisiae rad50 strain; % growth inhibition at 50 µM; AID 155; hit rate 10% among 79,000;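 also: 0% = growth of vehicle-only cultures of the same strain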
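Vehicle-treated cultures provide the reference for the growth inhibition reported for compound-exposed, repair-deficient yeast.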
yeast mlh1 rad18: NCI yeast anticancer drug screen, S. cerevisiae mlh1 rad18 strain | hit rate 11% among 79,000 | growth inhibition, % at 50 µM;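 also: 0% = growth of vehicle-only cultures of the same strain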
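Vehicle-treated cultures served as the reference for growth inhibition in a yeast strain carrying DNA damage repair alterations exposed to each compound.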
yeast bub3: NCI yeast anticancer drug screen, S. cerevisiae bub3 mutant strain | % growth inhibition at 50 µM | hit rate 9.9% among 78,000 | AID 167;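 also: 0% = growth of vehicle-only cultures of the same strain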
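Yeast carrying a defined mutation is treated with each compound, and growth is compared with that of vehicle-exposed cells to give inhibition.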
yeast cln2 rad14: NCI yeast anticancer drug screen, S. cerevisiae cln2 rad14 strain; hit rate 8.3% among 78,000; AID 165; % growth inhibition at 50 µM;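 also: 0% = growth of vehicle-only cultures of the same strain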
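Growth of compound-exposed yeast (cln2 rad14 genotype) measured and expressed as inhibition relative to vehicle.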
yeast mec2-1: NCI yeast anticancer drug screen, S. cerevisiae mec2-1 strain; % growth inhibition at 50 µM; hit rate 9% among 79,000;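 also: 0% = growth of vehicle-only cultures of the same strain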
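mec2-1 yeast strain, carrying an alteration in DNA damage repair or cell cycle control, was exposed to compounds; growth inhibition was measured relative to vehicle-treated controls.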
sgs1 mgt1: NCI yeast anticancer drug screen, S. cerevisiae sgs1 mgt1 strain. % growth inhibition at 50 µM. hit rate 10% among 78,000. AID 161;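 also: 0% = growth of vehicle-only cultures of the same strain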
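Compounds are added to genetically altered yeast, and growth is compared with cultures given vehicle alone to give percent inhibition.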
Active calls of the source: *; · = no result given; & = joins results of further samples. Rule as the data show it: active = growth inhibition above about 70%; inactive = the rest. Outcome played no part in choosing rows; overall some 13% were active at least once.

SMILES	rad50	yeast mlh1 rad18	yeast bub3	yeast cln2 rad14	yeast mec2-1	sgs1 mgt1
BrC1=CC(Br)=C2N=C(C(Br)(Br)Br)N=C3N=C(C(Br)(Br)Br)N=C1N32	99*	99*	99*	98*	100*	100*
CCN(CC)c1nc(N(C)C)nc(N(C)C)n1	-9	7	19	-7	-4	2
CC(SC(C)C(=O)N/N=C/c1ccc(N(C)C)cc1)C(=O)N/N=C\c1ccc(N(C)C)cc1 (centres undefined)	9	12	8	20	6	8
O=C1CCC(C(=O)Nc2ccc(Cl)cc2Cl)N1 (centres undefined)	0	9	3	42	3	7
C=CCC1OC(=O)CCNC(=O)C(C)N(C)C(=O)C(C(C)C)N(C)C(=O)C(C(C)CC)NC(=O)C2CCCN2C1=O (centres undefined)	15	18	8	12	10	6
Cc1c(Cl)ccc2c(C(=O)O)cc(-c3ccccc3)nc12	4	13	4	11	14	17
O=C(NCCCl)NC1C(O)OC(CO)C(O)C1O (centres undefined)	93*	97*	97*	76*	96*	94*
COC1=CC(=O)C2C(C1=O)C(c1ccc(Cl)cc1)[C@@H]2C (some centres undefined)	91*	90*	91*	90*	94*	92*

Further structures.
SMILES	rad50	yeast mlh1 rad18	yeast bub3	yeast cln2 rad14	yeast mec2-1	sgs1 mgt1
CC(=O)Nc1cc(C)ccc1C	-46&-37	-2&-37	-9&42	34&52	-28&15	-9&-1
O=S(=O)(Nc1ccc(NS(=O)(=O)c2ccccc2)c(N2N=N2)c1)c1ccccc1	86*	77*	75*	79*	66	89*
CCOC(=O)C(CNCc1ccccc1)C1CCCCC1 (centres undefined)	9	16	6	-1	2	18
O=C1c2ccccc2-c2nc(/C=C/c3ccccc3)cc3c2c1nc1ccccc13	10	0	-10	7	6	9
CC(=O)CC(=O)c1ccc(-c2ccccc2)cc1	2	3	12	-20	5	-2
COc1cccc(C(=O)O)c1[N+](=O)[O-]	-19	-1	-6	-46	-27	-24
CCN1CCC(O)(c2ccc(Oc3ccccc3)cc2)C(C(=O)c2ccc(Oc3ccccc3)cc2)C1 (centres undefined)	33	·	-24	1	22	-22
C=C(C)C(O)C(O)C(=C)C (centres undefined)	-6	-4	13	-2	-18	-16

Further entries
SMILES	rad50	yeast mlh1 rad18	yeast bub3	yeast cln2 rad14	yeast mec2-1	sgs1 mgt1
Nc1cccc2cccc(O)c12	40	43	41	-11	19	-18
COC(=O)CC1CCc2c(ccc3ccccc23)C1(C)C(=O)OC (centres undefined)	15	28	64	1	-1	66
CCCCCCCCC(CCCCCC)CCCCCCCC	3	-24	-15	7	4	-8
O=[N+]([O-])c1nccn1CCC[n+]1ccc2ccccc2c1	-25	-17	-14	-2	-8	-9
CN1C(=O)CN2CCc3ccccc3C2c2cc(Cl)ccc21 (centres undefined)	33	42	48	22	26	48
CC(C)CC(NC(=O)C(Cc1ccccc1)NC(=O)C(COCc1ccccc1)NC(=O)OC(C)(C)C)C(=O)OCc1ccccc1 (centres undefined)	17	24	25	16	3	17
CCCCCCC(C)C(C#N)C(=O)OCC (centres undefined)	-12	-14	-17	-4	-12	-26
COC(=O)Nc1cccc(OC(=O)NC2CCCCC2)c1	12	16	34	4	33	15

Some of the entries so far, with two lines to a compound:
Order of results – rad50, yeast mlh1 rad18, yeast bub3, yeast cln2 rad14, yeast mec2-1, sgs1 mgt1
COC(=O)CC1CCc2c(ccc3ccccc23)C1(C)C(=O)OC (centres undefined)
→ 15, 28, 64, 1, -1, 66
CCCCCCCCC(CCCCCC)CCCCCCCC
→ 3, -24, -15, 7, 4, -8
O=[N+]([O-])c1nccn1CCC[n+]1ccc2ccccc2c1
→ -25, -17, -14, -2, -8, -9
CN1C(=O)CN2CCc3ccccc3C2c2cc(Cl)ccc21 (centres undefined)
→ 33, 42, 48, 22, 26, 48
CC(C)CC(NC(=O)C(Cc1ccccc1)NC(=O)C(COCc1ccccc1)NC(=O)OC(C)(C)C)C(=O)OCc1ccccc1 (centres undefined)
→ 17, 24, 25, 16, 3, 17
CCCCCCC(C)C(C#N)C(=O)OCC (centres undefined)
→ -12, -14, -17, -4, -12, -26
COC(=O)Nc1cccc(OC(=O)NC2CCCCC2)c1
→ 12, 16, 34, 4, 33, 15

More results follow.
SMILES	rad50	yeast mlh1 rad18	yeast bub3	yeast cln2 rad14	yeast mec2-1	sgs1 mgt1
CCCCCCCCCCCCCCCCCCOCC(CCP(=O)(O)CP(=O)(O)OCC1OC(n2ccc(N)nc2=O)C(O)C1O)OCCCCCCCCCCCCCCCCCC (centres undefined)	-2	5	6	-29	-5	-9
Cc1nc2ccccc2n1C(=O)OCCOC(=O)n1c(C)nc2ccccc21	22	20	5	7	9	24
O=C(CCC(=O)Nc1ccc(Cl)c(Cl)c1)CC(=O)c1ccc(Cl)cc1	24	14	11	20	14	8
COc1ccc2[nH]c3c(c2c1)COc1ccccc1C3=O	-28	-32	-26	-23	-23	-18
NCCSCCc1ccccc1	4	-15	-20	2	-32	-42
Cn1c(=O)c2c(ncn2CCSCC2=NS(=O)(=O)c3cc(S(N)(=O)=O)c(C(F)(F)F)cc3N2)n(C)c1=O	3	5	14	-36	2	-6
COc1cc(CO)ccc1O	4	24	3	-5	0	3
CC1(C)CCC2(CO)C(=C3C=CC4C5(C)CCC(O)C(C)(CO)C5CCC4(C)C3(C)CC2O)C1 (centres undefined)	0	11	-10	-3	-32	-1

Next records:
SMILES	rad50	yeast mlh1 rad18	yeast bub3	yeast cln2 rad14	yeast mec2-1	sgs1 mgt1
CC1C(c2ccccc2O)c2cc3c(cc2OC1N1CCCC1)OCO3 (centres undefined)	46	58	47	60	39	59
C#CC1NC(=O)C1N(CC)CC (centres undefined)	22	20	14	16	13	18
Nc1ccc(C(=O)O)cc1	9	-2	-16	-13	-8	-6
CNC(=O)OCc1c(COC(=O)NC)c(-c2ccccc2)n(-c2ccccc2)c1C	24	88*	23	38	28	45
Clc1cccc2c(-c3ccccc3)c3cccc(Cl)c3cc12	59	91*	36	51	40	42
NC(Cc1ccsc1)C(=O)O (centres undefined)	0	-31	20	-45	11	-23
CCCCOCc1ccc(OC)cc1	16	18	-8	-2	3	25
CCCCCCCCCCCCOC(=O)CC1CC(C(C)=O)C1(C)C (centres undefined)	18	41	11	84*	-21	24

(more compounds)
SMILES	rad50	yeast mlh1 rad18	yeast bub3	yeast cln2 rad14	yeast mec2-1	sgs1 mgt1
COc1ccc(C(=O)NNC(=O)c2ccc(OC)cc2)cc1	-14	-14	-9	0	-16	-16
CCCCCCCCCCCCCCCC(=O)NCCCNC(=O)CCCCCCCCCCCCCCC	16	-2	8	-10	9	-9
c1ccc(Sc2cc(Sc3ccccc3)c3cccccc2-3)cc1	18	3	5	-6	-22	-27
COc1ccc(/C=C2/C/C(=C/c3ccc(OC)cc3)C2=O)cc1	14	15	5	7	9	10
C/C=C(/C1CC(=O)N2CCc3c([nH]c4ccccc34)C2C1)[Si](C)(C)C (centres undefined)	-14	-10	1	-3	-33	-12
Cc1cc2ccccc2c[n+]1CC(=O)c1ccc(Br)cc1	-2	37	-14	-50	15	16
O=C(S)c1ccccc1Br	1	4	-8	-55	0	12
COc1ccc(CCn2cnc3ccccc32)cc1	-44	-19	-11	-4	-35	-34

Quoted from the listing.
sgs1 mgt1, Cc1cc2ccccc2c[n+]1CC(=O)c1ccc(Br)cc1 = 16
rad50, COc1ccc(CCn2cnc3ccccc32)cc1 = -44

The listing continues.
SMILES	rad50	yeast mlh1 rad18	yeast bub3	yeast cln2 rad14	yeast mec2-1	sgs1 mgt1
C=CCC(NC(=O)C(CC(=O)OC(C)(C)C)NC(=O)OC(C)(C)C)C(=O)OC (centres undefined)	-16	-13	-28	-4	-38	-24
ClCCCCOC1CCCCO1 (centres undefined)	-5	-30	-13	3	5	5
O=[N+]([O-])c1ccc(OS(=O)(=O)O)cc1	18	9	-4	-10	4	20
CC(=O)C(C)Cc1ccc(C(C)C)cc1 (centres undefined)	-2	-1	-14	-16	-8	-3
CN(C)C=Nc1c(Br)cc(Br)c2nonc12	-27	-8	-23	-24	-31	-32
CCOC(=O)Nc1cc(F)cc(C(F)(F)F)c1F	-19	5	-20	-62	-19	-12
CCCCNCCOC(=O)c1ccc(N)cc1	3	12	10	16	2	2
CC(=O)N(C)c1cccc(C)c1	16	-10	3	-29	-13	-2

Remaining list, next part:
SMILES	rad50	yeast mlh1 rad18	yeast bub3	yeast cln2 rad14	yeast mec2-1	sgs1 mgt1
O=C(NC(Nc1ccc(F)c(Cl)c1)(C(F)(F)F)C(F)(F)F)C(C(F)(F)F)C(F)(F)F	25	93*	75*	88*	28	36
CC1(C)N=C1c1ccccc1	3	5	18	7	1	-3
NC(=O)c1ccccc1C(=O)c1ccccc1	-35	-10	-27	-20	2	-9
C/C(=N\N)C1C(=O)c2ccccc2C1=O	6	11	9	21	5	14
CC(C)(C)c1cc([N+](C)(C)C)cc(C(C)(C)C)n1	20&2	-6&6	-2&21	-17&2	8&-5	15&1
O=S(=O)(Nc1ccccc1C(O)c1ccccc1)c1ccccc1 (centres undefined)	35	34	14	-27	1	12
CC(=O)Oc1cc2c(cc1OC(C)=O)OCC(c1ccc(C)cc1)C2 (centres undefined)	53	76*	74*	64	58	32
OC/C=C(\I)CCCOCOCc1ccccc1	-14	-36	-10	-18	-4	-7

Next entries.
SMILES	rad50	yeast mlh1 rad18	yeast bub3	yeast cln2 rad14	yeast mec2-1	sgs1 mgt1
CC1(OC(=O)c2ccc([N+](=O)[O-])cc2)CC2CCC1C2 (centres undefined)	-16	-23	14	3	6	17
O=C(NC(CO)C(=O)O)c1ccccc1 (centres undefined)	7	-13	-19	-44	-14	-14
CC(C)c1ccc(/C=N/NC(=O)NN)cc1	4	-9	-11	6	-25	0
CC(O)c1nc2c([nH]1)c(=O)n(C)c(=O)n2C (centres undefined)	-3&-4	-23&9	-14&6	-17&-30	-9&-6	-2&-6
CCOC(=O)C1=C(Nc2ccc(Br)cc2)C(=O)N(CC)C1	13	19	43	15	1	33
CC(C)c1cccc(C(C)C)c1NC(=O)C(=O)C1SC(=S)NC1=O (centres undefined)	-24	-30	-11	9	-13	-19
CCN(CC)CCCC(C)O (centres undefined)	7	-1	47	17	17	1
Cc1ccc(C)c2c3c(sc12)CCCC3	-8	3	0	-17	-5	-7

Further compounds:
SMILES	rad50	yeast mlh1 rad18	yeast bub3	yeast cln2 rad14	yeast mec2-1	sgs1 mgt1
CN(C)N=Nc1ccc(S(C)(=O)=O)cc1	5	8	10	-22	1	2
Cc1c(-c2ccc(C3CCCCC3)cc2)nc2ccc(F)cc2c1C(=O)O	15	-15	2	5	8	12
O=P(Nc1ccc(Cl)cc1)(Nc1ccc(Cl)cc1)N1CCCCC1	23	9	20	-21	-45	6
CC(NC(=O)c1ccccc1)C(=O)O (centres undefined)	25	28	1	-24	-6	-27
COc1ccc(-c2ccc(CC(N)=O)cc2)cc1Cl	10	-7	6	3	2	-8
CC/C(=N\O)c1ccc2cc(Cl)c3ccccc3c2c1	22	32	54	9	25	45
O=C1Nc2ccccc2/C1=C\c1ccccn1	69	51	56	9	31	49
O=C(O)/C(=C/c1ccc([N+](=O)[O-])cc1)c1ccc([N+](=O)[O-])cc1	7	2	-2	-35	-4	2

The list goes on:
SMILES	rad50	yeast mlh1 rad18	yeast bub3	yeast cln2 rad14	yeast mec2-1	sgs1 mgt1
O=C1NC(=S)S/C1=C\c1c(Cl)cccc1Cl	57	60	28	17	19	61
CC(CC(=O)Nc1ccc(NC(=O)CC(C)N=NC(N)=S)cc1)N=NC(N)=S (centres undefined)	31	14	2	-27	4	-5
S=C1NC(/C=C/c2ccccc2)Nc2ccccc21 (centres undefined)	62	88*	28	82*	79*	73*
O=Cc1ccc2c(c1)CC1(C2)Cc2ccc(C=O)cc2C1	4	-26	-8	-15	-55	-18
CC1(C)C(=NC2CCCCC2)C(C)(C)C1=NC1CCCCC1	-2	2	-4	-28	-2	-23
Clc1ccc(-c2nc(CSc3ccccn3)cs2)cc1	14	-7	29	-22	-12	49
CCOC(=O)CN1C(=O)C(=O)c2ccccc21	19	24	·	·	5	·
CC(C)CCOC(=O)NC(Nc1ccc(F)cc1)(C(F)(F)F)C(F)(F)F	-11	-26	-5	-13	-16	-40

(listing goes on)
SMILES	rad50	yeast mlh1 rad18	yeast bub3	yeast cln2 rad14	yeast mec2-1	sgs1 mgt1
Cc1ccc([N+](=O)[O-])cc1Br	0	4	6	-12	-16	0
CCN(CC)CCOC(=O)C(c1ccccc1)C(O)C1CCCC1 (centres undefined)	2	12	-6	0	-6	5
C=C(Br)CN1CCC2(c3ccccc3)C(O)C([Se]c3ccccc3)CCC12 (centres undefined)	83*	83*	85*	83*	84*	78*
Cc1cc2c(=O)cc(-c3ccc(Cl)cc3Cl)oc2c(C(=O)O)c1C	-20	30	12	24	11	9
Cc1c2c(c(C)c3c4c(oc13)CCCC4)C=NCC2	70	80*	50	29	93*	25
Nc1c(C(=O)O)nnn1Cc1ccccc1	10	5	-17	6	-14	-12
Cc1ccc2nc(Sc3c([N+](=O)[O-])ncn3C)[nH]c2c1	-16	-25	-21	6	-16	-18
